Source: PubChem (National Center for Advancing Translational Sciences (NCATS))
BRCA1 expr up: activators of BRCA1 expression; Potency, µM (titrated, usually from 46.1 µM), inactives show at the highest dose activation, hits mostly activators; AID 624202; MCF7-BRCA1-FFLuc reporter, luminescence, 48 h; response scale: scaled: vehicle 0%, 10 µM genistein 100%; 380,000 tested, 1.1% active; active means well fitted activation curve with a large enough effect; inconclusive means small, poorly fitted or top-dose-only effect; inactive means no such curve, though single readings can be large or run the other way; further: nearly all actives have a fitted effect of over 80% in size; some results filed as inactive show a strong effect at the top dose
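First, MCF7-BRCA1-FFLuc cells (2000/well) attach for 2 h; next, compounds are pin-added and incubated 48 h at 37 °C; finally, luciferase reagent is added and luminescence read after 15 min.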
* = called active by the depositor; u = inconclusive. Potency means the concentration at half of the fitted maximal effect.

SMILES | BRCA1 expr up
CC1(C(=O)NS(=O)(=O)c2ccccc2)CCN1C(=O)C1(c2ccc(Cl)cc2)CC1 (stereo unspecified) | 4%
Cc1ccccc1Oc1ccc2c(c1)[C@@H]1C[C@H](N(C)C(=O)Nc3cc(Cl)cc(Cl)c3)[C@H]([C@H](C)O)C(=O)N1CC2 | -31%
COc1ccc(NC(=O)c2cc(C3CCCCN3S(=O)(=O)c3ccc(F)cc3F)on2)c(C)c1 (stereo unspecified) | -39%
COc1ccc(Cl)cc1C(=O)Nc1ccc([N+](=O)[O-])cc1Cl | 21%
O=C(c1[nH]c(C(F)(F)F)nc1-c1ccccc1)N1CCN(C/C=C/c2ccccc2)CC1 | 15%
COc1ccc(S(=O)(=O)N2CCCCC2)cc1NC(=O)CCC(=O)N1CCC(c2ccccc2)=N1 | -14%
CCOc1ccc(N2CC(C(=O)Nc3cccc(S(=O)(=O)N4CCOCC4)c3)CC2=O)cc1 (stereo unspecified) | 6%
CC1=C(C(=O)N(C)C)CC(CC(=O)NC(c2ccccc2)c2ccccc2)C(=O)N1CCC1=CCCCC1 (stereo unspecified) | -21%
O=C1NC(Cc2ccc(O)cc2)c2nc3cc(F)c(F)cc3c(=O)n2-c2cc3ccccc3cc21 (stereo unspecified) | -83%
COc1cc(C)ccc1OCc1cc(C(=O)NC(c2ccccn2)C(F)(F)F)no1 (stereo unspecified) | -17%
NC1(C(=O)O)CCCCC1c1ccccc1 (stereo unspecified) | -12%
O=C(O)c1cscc1Cc1cccs1 | -14%
O=C1NC[C@@H](CCCCN2CCN(CCC3CCCCC3)C(=O)C2=O)N(CCC2CCCCC2)C1=O | 14%
Cc1ccc(CN(C)C(=O)CCNC(=O)c2ccc(Cl)cc2)o1 | -11%
C(=NN1CCCCCC1)c1ccc2c(c1)OCO2 | u
Cc1cc(S(=O)(=O)NC[C@H]2O[C@@H](n3ccc(N)nc3=O)[C@H](O)[C@@H]2O)c(C)s1 | -7%
Cc1ccc2nc(-c3ccc(C#N)cc3)c(Cc3ccccc3C(F)(F)F)n2c1 | -6%
Fc1cccc(Cc2c(-c3cccc(Cl)c3)nc3ccc(Br)cn23)c1 | 62%
COc1ccccc1-c1ccc([C@@H]2C[C@H]3[C@H](CON3C)CN2C(=O)c2ccc(-c3ccccc3)cc2)cc1 | -20%
CC(C)C[C@@H](CNCC(=O)[C@H](CC(C)C)NC(=O)c1[nH]cnc1C(=O)N[C@@H](C)CN)NC(=O)c1nc[nH]c1C(=O)N[C@@H](C)C(=O)O | -12%
CCOCC(=O)NC1CCc2cc(OC)c(OC)c(OC)c2-c2ccc(SC)c(=O)cc21 (stereo unspecified) | u
CCCNC(=O)C1(C)CCN(Cc2ccc(-c3ccccn3)cc2)C1 (stereo unspecified) | 0%
CC1(C(=O)NC2CCN(Cc3ccccc3)CC2)CCN1CCc1ccccc1 (stereo unspecified) | -18%
C[C@@H]1CN([C@H](C)CO)C(=O)CCCn2nncc2CO[C@H]1CN(C)S(=O)(=O)c1ccc(Oc2ccccc2)cc1 | -47%
CCc1nc2ccc(C(=O)NCc3ccccc3OC)cn2c1N(C)Cc1ccc(OC)cc1 | -29%
COc1cc(/C=C/CNC[C@H]2O[C@@H](n3cnc4c(=O)[nH]c(N)nc43)[C@H](O)[C@@H]2O)ccc1O | 0%
Fc1ccccc1-c1nc(-c2ccc(Cl)cc2)no1 | 7%
COc1cc2cc(C)c(Br)c(OC)c2cc1OC | -7%
C[C@@H]1CCCCO[C@H](CN(C)Cc2ccc(C(=O)O)cc2)[C@H](C)CN([C@@H](C)CO)C(=O)c2cc(NC(=O)Nc3ccc(C(F)(F)F)cc3)ccc2O1 | -3%
N#Cc1c(NC(=O)COC(=O)C2=COCCO2)sc2c1CCCC2 | 1%
O=c1ccc2ccccc2c2ccccc12 | -60%
COc1ccc(C(=O)OCc2cc(=O)oc3cc(C)ccc23)cc1S(=O)(=O)N1CCOCC1 | 3%
CC(C)(C)C(=O)C(C(c1ccccc1)N1CCOCC1)N1CCOCC1 (stereo unspecified) | -6%
CC(C)(C)c1cc(NC(=O)COC(=O)c2ccccc2O)n(-c2ccccc2)n1 | -7%
COc1ccc(-c2csc(NC(CO)c3nc4ccccc4n3CCOCCO)n2)cc1 (stereo unspecified) | 0%
Nc1ncnc2c(C3OC(CO)C(O)C3O)c[nH]c12 (stereo unspecified) | u
COc1ccc(CN2CCC3CC2c2cc(-c4cccc(C)c4)ccc23)cc1 (stereo unspecified) | -14%
Clc1nc(NC2CCCCC2)c2cn[nH]c2n1 | 0%
O=C(NCc1ccco1)c1cccc(-c2ccc3nncn3c2)c1 | -8%
CCCCCCN1C[C@H](O)[C@@H](n2cc(COC(=O)c3ccccc3)nn2)C[C@@H]1c1ccc(Cl)cc1 | -43%
CCC(=O)c1cn([C@@H](CCC(OC)OC)CC(=O)OC(C)(C)C)cc1CC | 0%
Nc1[nH]c(C(=O)c2ccccc2)c(-c2ccccc2C(F)(F)F)c1C(=O)NCCc1cccs1 | 2%
COc1nc(NC2OC(CO)C(O)C(O)C2O)c(N)c(=O)[nH]1 (stereo unspecified) | 14%
C[C@@H]1ON(C)[C@H]2C[C@H]3c4cc(N5CCN(C)CC5)ccc4CCN3C(=O)[C@@H]12 | 5%
COc1ccccc1-c1cc2c(c3c1ccn3C)C1CCC2O1 (stereo unspecified) | 11%
CC12CCC(=O)C=C1C(F)CC1C2C(O)CC2(C)C1CCC2(O)C(=O)CO (stereo unspecified) | -16%
COc1ccc(C(O)c2ncc(-c3ccccc3)[nH]2)cc1F (stereo unspecified) | 0%
COc1ccc(-c2ccc(C(=O)Nc3ccc(OC)nc3)c3occc23)c(C)c1 | -26%
O=C(NCCCc1nc2ccccc2n1CCCCOc1ccccc1)C1CCCCC1 | 0%
CC(C)Cc1ccc(C2=CSC3=NCCN23)cc1 | -16%
The listing continues.
SMILES | BRCA1 expr up
COC(=O)C1CC2=C(CC(C)(C)CC2=O)N(c2ccccc2)C1=O (stereo unspecified) | 1%
CCCCN1CC[C@H]2C=CC[C@@H](C(=O)Nc3nccs3)[C@H]2C1=O | 13%
Cc1nc(N)nc(N(C)c2ccccc2)c1Br | -43%
C(=NN=Cc1c[nH]c2ccccc12)c1c[nH]c2ccccc12 | 43%
C[C@H](NC(=O)C1CCN(S(=O)(=O)c2ccccc2)CC1)C(=O)NC1CC1 | -2%
O=C(NCc1ccccc1Cl)[C@H]1CCCN1C(=O)[C@H]1CCCN1C(=O)c1ccccc1 | 0%
C[C@H](CO)N1C[C@H](C)[C@@H](CN(C)Cc2ccc3cccnc3c2)OCc2cnnn2CCCC1=O | 6%
CCCCN(C=O)c1c(CC)nc2ccc(C(=O)NCCN(C)C)cn12 | 13%
C[C@@H]1Cn2cnc(C(=O)Nc3cccc(Cl)c3)c2C(=O)N1 | -16%
COc1cc2nc(CN3CCN(S(=O)(=O)c4ccccc4[N+](=O)[O-])CC3)[nH]c(=O)c2cc1OC | 1%
CCCN(C(=O)c1cc(S(=O)(=O)N(C)c2ccccc2OC)ccc1C)C1CCS(=O)(=O)C1 (stereo unspecified) | 6%
Cc1cccc(C)c1-n1nnnc1C(c1ccnc2ccccc12)N(C)Cc1ccc(Cl)c(Cl)c1 (stereo unspecified) | -12%
CCCOc1ccc(C(=O)CCC(=O)OCC(=O)N(CC)c2c(N)n(Cc3ccccc3)c(=O)[nH]c2=O)cc1 | 0%
O=C(/C=C/[C@H]1O[C@@H](n2cnc3c(NC(=O)c4ccccc4)ncnc32)[C@H](O)[C@@H]1O)NCCCc1ccccc1 | 15%
CC(=O)Nc1ccc2c(c1)Cc1c(F)cccc1-2 | u
CC(C)(C)c1ccc(Nc2n[nH]c3ccccc23)cc1 | u
C[C@@H]1CN([C@@H](C)CO)C(=O)CCCn2nncc2CO[C@H]1CN(C)S(=O)(=O)c1ccc(Oc2ccccc2)nc1 | 0%
CN(C)Cc1cc(C(F)(F)F)ccc1C(O)(c1ccccc1)c1ccccc1 | -38%
Cc1cc2c(c(=O)o1)C1(C)CC(C)(O2)c2c(cc(C)oc2=O)O1 | 2%
CCOC(=O)[C@]12CCCC=C1N(Cc1cccc3ccccc13)C(=O)[C@H](CC(=O)NCCc1ccccc1OC)C2 | -53%
Cc1cccc(C)c1NC(=O)C1(C)CCC(=O)N1CCCn1ccnc1 (stereo unspecified) | 15%
CC(C)(C)c1nnc(NC(=O)CCC2CCCCC2)s1 | 6%
O=C(C1CC=CCC1)N1CCCCCC1 (stereo unspecified) | 5%
O=S(c1ccccc1)c1ccccc1 | -15%
O=C(NCC1CC1)c1ccc2sc([C@@H]3O[C@H](CO)[C@H](O)[C@H](O)[C@H]3O)nc2c1 | 8%
COC(=O)c1cccc(CN2C(=O)C(C)Sc3ccc(C)cc32)c1 (stereo unspecified) | 22%
COc1ccc(OC)c2sc(N3CCN(c4ccccc4)CC3)nc12 | 2%
CC1(C)CC(C(=O)Nc2ccccc2)C(=O)O1 (stereo unspecified) | -4%
Nc1c(N=Nc2ccc([N+](=O)[O-])cc2)c(S(=O)(=O)O)cc2cc(S(=O)(=O)O)c(/C=C/c3ccccc3)c(O)c12 | -18%
CC1CN(C(=S)Nc2ccccc2)C(C)CN1C=O (stereo unspecified) | 5%
CCN(CC)CCSc1nc2c([nH]1)c(=S)n(C)c(=O)n2C | -25%
Cc1cccc(C)c1NC(=O)CN1CCN(C(=O)c2cc(C3CC3)nn2-c2ccccc2)CC1 | -38%
C[C@H]1CN([C@@H](C)CO)C(=O)CCCn2cc(nn2)CO[C@@H]1CN(C)C(=O)Nc1ccccc1C(F)(F)F | 0%
CCCC(=O)Nc1ccc2c(c1)nc(CCN1CCC(C)CC1)n2C | 0%
COc1cc(NC(=O)COc2cc(C)cc3oc(=O)cc(C)c23)cc(OC)c1OC | -23%
O=C(NCC1CCCCC1)c1[nH]c(C(F)(F)F)nc1-c1ccccc1 | 2%
Cc1ccc2cc(CN(CC3CCCO3)S(=O)(=O)c3ccc4c(c3)OCCO4)c(=O)[nH]c2c1C (stereo unspecified) | 24%
CNc1cc(-c2cccc(C(=O)N3CCOCC3)c2)ncn1 | 7%
COc1ccc(NC(=O)N(C)C[C@H]2Oc3cc(Br)ccc3S(=O)(=O)N([C@H](C)CO)C[C@@H]2C)cc1 | -7%
O=C(CN1CCN(C(=O)c2ccco2)CC1)Nc1cc(S(=O)(=O)N2CCCC2)ccc1Cl | -10%
CC1CCCC(NC(=O)CCN2C(=O)COc3ccccc32)C1C (stereo unspecified) | -1%
COc1ccc2oc3c(ccc[n+]3C)c(=O)c2c1 | 11%
c1ccc(-c2nnc3nc(N4CCCCC4)nc(N4CCCCC4)n23)cc1 | 39%
C[C@H](O)[C@@H]1C(=O)N2CCc3ccc(N4CCOCC4)cc3[C@@H]2C[C@@H]1N(C)S(=O)(=O)c1ccccc1 | 1%
CSc1ccc(CN2CCC(N3CCC(C(=O)NC4CC4)CC3)CC2)cc1 | -15%
CC1(C)N=C(N)N=C(N)N1CCCCc1ccccc1 | -59%
Cc1noc(NS(=O)(=O)c2ccc(NC(=O)c3cccc(S(=O)(=O)N(C)c4ccccc4)c3)cc2)c1C | -17%
CN(C)[C@H]1CCN([C@@H]2CS(=O)(=O)N[C@H]2COCc2ccccc2)C1 | 1%
COc1ccc(-c2ccc(C(=O)NCCN3CCOCC3)c3occc23)c(C)c1 | -48%
O=C(NCc1ccccc1)c1cc(C2CCCN(C(=O)CCc3ccccc3)C2)on1 (stereo unspecified) | 1%

As a short view, part of the list above.
SMILES | BRCA1 expr up
CC1CCCC(NC(=O)CCN2C(=O)COc3ccccc32)C1C (stereo unspecified) | -1%
COc1ccc2oc3c(ccc[n+]3C)c(=O)c2c1 | 11%
c1ccc(-c2nnc3nc(N4CCCCC4)nc(N4CCCCC4)n23)cc1 | 39%

Reprinted at random: 4 compounds from above, in no set order.
SMILES | BRCA1 expr up
CC1(C)N=C(N)N=C(N)N1CCCCc1ccccc1 | -59%
C[C@H](O)[C@@H]1C(=O)N2CCc3ccc(N4CCOCC4)cc3[C@@H]2C[C@@H]1N(C)S(=O)(=O)c1ccccc1 | 1%
CN(C)[C@H]1CCN([C@@H]2CS(=O)(=O)N[C@H]2COCc2ccccc2)C1 | 1%
CC1CCCC(NC(=O)CCN2C(=O)COc3ccccc32)C1C (stereo unspecified) | -1%

The results go on:
SMILES | BRCA1 expr up
COc1ccc(NC(=O)N(C)C[C@H]2OCc3cnnn3CCCC(=O)N([C@@H](C)CO)C[C@H]2C)c(OC)c1 | 7%
O=C(Nc1cccc2cccnc12)c1ccc2sc([C@@H]3O[C@H](CO)[C@H](O)[C@H](O)[C@H]3O)nc2c1 | 32%
O=C1NC[C@H](CCCCN2C[C@H](Cc3ccc(O)cc3)N(Cc3ccccc3)C(=O)C2=O)N(CC2CCCCC2)C1=O | 10%
O=S(=O)(c1ccc2c(c1)CCCC2)N1CCN(c2nc(-c3ccccc3)nc3ccccc23)CC1 | 0%
Cc1cc2nnc(SCc3ccc4c(c3)OCO4)n2c2ccccc12 | -25%

By substructure: the compounds so far with a tert-butyl group
SMILES | BRCA1 expr up
CC(C)(C)C(=O)C(C(c1ccccc1)N1CCOCC1)N1CCOCC1 (stereo unspecified) | -6%
CC(C)(C)c1cc(NC(=O)COC(=O)c2ccccc2O)n(-c2ccccc2)n1 | -7%
CCC(=O)c1cn([C@@H](CCC(OC)OC)CC(=O)OC(C)(C)C)cc1CC | 0%
CC(C)(C)c1ccc(Nc2n[nH]c3ccccc23)cc1 | u
CC(C)(C)c1nnc(NC(=O)CCC2CCCCC2)s1 | 6%

Some of the compounds tested. The share of hits here may be higher or lower than overall.
